# Source: PubChem BioAssay (several laboratories)
# Cardiac RTF inh = cardiac RTF calcium sensitivity inhibitors, primary screen, biochemical, IANBD-TnC fluorescence, EC70 calcium; Troponin I, cardiac muscle (Homo sapiens) + Troponin T, cardiac muscle (Homo sapiens) + …; IANBD-labeled cardiac RTF, Ca2+ fluorescence; inhibition, % at 7.15 µM; actives 0.12% (n = 340,000); AID 493244, 2011;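 active means inhibition above the mean inhibition of all tested compounds plus 3 SD, cut at about 17% in these data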;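 further: assay run at fixed EC70 calcium of 1.6 mM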
# MOR-DOR ag = agonists of OPRM1-OPRD1 heterodimerization, primary screen, cell-based, luminescence. Mu-type opioid receptor (Homo sapiens) + Delta-type opioid receptor (Homo sapiens), …. cells. activation, % at 9.3 µM. actives 0.3% (n = 340,000). AID 504326, 2011; in the data active means activation above about 18%;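 further: 0% = vehicle-treated cells and 100% = reference agonist; values of inactives mirror those of a sister screen read the other way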
# Target sequence (P35372 whole entry, looked up): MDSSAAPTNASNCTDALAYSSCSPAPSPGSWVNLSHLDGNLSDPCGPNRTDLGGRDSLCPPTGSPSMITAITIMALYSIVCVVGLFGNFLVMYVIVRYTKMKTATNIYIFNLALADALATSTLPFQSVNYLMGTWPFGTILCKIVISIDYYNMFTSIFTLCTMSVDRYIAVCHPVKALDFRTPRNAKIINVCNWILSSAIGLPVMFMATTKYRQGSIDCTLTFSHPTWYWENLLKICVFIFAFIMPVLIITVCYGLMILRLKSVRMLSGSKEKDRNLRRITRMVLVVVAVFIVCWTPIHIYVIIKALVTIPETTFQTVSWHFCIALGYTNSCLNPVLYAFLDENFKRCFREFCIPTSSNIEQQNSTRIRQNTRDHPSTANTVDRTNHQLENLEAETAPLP
# Target sequence (P41143 whole entry, looked up): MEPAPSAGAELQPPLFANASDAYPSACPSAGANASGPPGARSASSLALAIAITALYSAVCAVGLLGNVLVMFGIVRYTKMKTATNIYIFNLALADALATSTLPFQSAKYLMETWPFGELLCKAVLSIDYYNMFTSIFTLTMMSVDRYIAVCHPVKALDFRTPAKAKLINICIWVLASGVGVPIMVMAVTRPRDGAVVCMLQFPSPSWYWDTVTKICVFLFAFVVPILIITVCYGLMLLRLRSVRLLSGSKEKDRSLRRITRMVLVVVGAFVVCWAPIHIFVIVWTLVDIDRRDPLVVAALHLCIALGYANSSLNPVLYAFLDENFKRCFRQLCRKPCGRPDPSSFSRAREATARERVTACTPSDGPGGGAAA
# MOR-DOR inv ag = inverse agonists of MOR-DOR heterodimerization, primary screen, cell-based, luminescence; cell-based MOR-DOR heterodimer luminescence, inverse agonism; inhibition, % at 9.3 µM; actives 0.21% (n = 340,000); in the data active means inhibition above about 22%, passing the limit was not always enough;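 further: 0% = cells with DMSO and 100% = wells without cells with DMSO; values of inactives mirror those of a sister screen read the other way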
# cardiac RTF act = cardiac RTF calcium sensitivity activators, primary screen, biochemical, IANBD-TnC fluorescence, EC20 calcium; IANBD-labeled TnC RTF fluorescence at EC20 calcium; 0% EC20 calcium, 100% full calcium; actives 0.24% (n = 340,000); activation, % at 7.2 µM; AID 493008, 2010;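 active means activation above the mean over all tested compounds plus 3 SD, cut at about 30% in these data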;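 further: rise in fluorescence read as greater calcium sensitivity of cardiac thin filaments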
# LANA DNA inh = inhibitors of KSHV C-LANA binding to DNA, primary screen, biochemical, fluorescence polarization, FAM-LBS DNA, MBP-C-LANA, single point | inhibition, % at 9 µM | actives 0.078% (n = 340,000) | AID 504423, 2011;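 active means highest replicate inhibition at or above 60% at 9 µM, even if other replicates fall short; inactive means all replicates below 60% inhibition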;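 further: 0% = neutral control wells and 100% = 4 µM acridine orange control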
# Pemphigus Ab inh = inhibitors of pemphigus antibody binding to DSG3, primary screen, biochemical, bead-based, flow cytometry, scFv-GFP. Desmoglein-3 (Homo sapiens), P32926. DSG3-coupled beads, scFv-anti-DSG3-GFP binding; stronger effect = lower value. binding (percent of control), % at 10 µM. actives 0.48% (n = 310,000). AID 588358, 2011;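 active means binding more than 3 SD below its plate's average and above zero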;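 further: hits lower antibody fragment binding to DSG3; some compounds called inactive have numbers as strong as hits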
# Keap1-Nrf2 PPI = Keap1-Nrf2 protein-protein interaction inhibitors, primary screen, biochemical, fluorescence polarization, single point | AID 504523, 2011 | Keap1 Kelch-Nrf2 peptide fluorescence polarization, 1536-well | inhibition, % at 9.4 µM | actives 0.15% (n = 340,000); in the data active means inhibition above about 12%;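 further: human Keap1 Kelch domain with fluorescein labeled Nrf2 9mer peptide probe; 0% = neutral control wells and 100% = peptide positive control; higher means more block of Keap1 binding to Nrf2 peptide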
# Arr AP2 block = inhibitors of beta-arrestin/AP2 binding, primary screen, biochemical, GPCR trafficking, flow cytometry; FITC-arrestin peptide / GST-AP2 beads; AP2 beta2 appendage carries R879A mutation; inhibition, % at 10 µM; actives 0.31% (n = 340,000);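 active means inhibition above a set limit, near 3 SD of compounds lacking own fluorescence, cut at about 54% in these data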;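 further: plate controls were DMSO wells for no effect and 5 µM unlabelled arrestin peptide for full effect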
#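 system = GST-tagged AP2 beta2-adaptin appendage (R879A) on 4 µm glutathione beads | reagent = FITC-labelled arrestin peptide probe, 50 nM final | schedule = compound with beads 12 min RT, then probe 1 h RT | signal = HyperCyt-sampled flow cytometry, FL1 channel, ex 488/em 535 nm | read-out = percent response from loss of bead-bound FITC fluorescence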
# Wnt act = Wnt/beta-catenin pathway activators, primary screen, cell-based, plate reader, single point; AID 743398, 2014; Wnt/beta-catenin reporter cell assay, activator; actives 1.2% (n = 300,000); activation, % at 9.35 µM; in the data active means activation above about 30%, passing the limit was not always enough;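 further: 0% = neutral control wells and 100% = positive control wells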
# V-ATPase pH = regulators of yeast V-ATPase proton pumping, primary screen, pHLuorin cytosolic pH fluorescence | response, % at 10 µM | actives 0.37% (n = 350,000) | S. cerevisiae | AID 504577, 2011; in the data active means response mostly above about 7.3%, no sharp cut-off; inactive means mostly below about 5.4%; further: actives read high; inactives centre near 0; some compounds called inactive have numbers as strong as hits; reference of the scale not given here
# Numbers without * were called inactive; . = no result given.
Molecule,Wnt act,MOR-DOR ag,Keap1-Nrf2 PPI,MOR-DOR inv ag,LANA DNA inh,Pemphigus Ab inh,Arr AP2 block,Cardiac RTF inh,V-ATPase pH,cardiac RTF act
COc1ccccc1N1CCN(Cc2nc3ccccc3c(=O)n2CC(C)=O)CC1,.,-3.0,-1.7,12.4,-0.2,105.9,-5.2,4.2,-0.9,-4.4
COc1ccc(CNc2cc(C)nc3ccc(OC)cc23)cc1,-2.0,1.7,-4.4,-11.2,-0.8,.,13.2,-3.3,-3.2,-0.5
CC1(C)CC(=O)C2=C(C1)N(Cc1ccccc1)C(=O)C2(NC(=O)C(C)(C)C)C(F)(F)F (stereo not drawn),1.0,-0.8,-2.1,4.1,-0.9,99.5,6.0,-4.8,-0.7,0.9
O=C(NN1S(=O)(=O)c2ccccc2S1(=O)=O)c1ccc(Br)cc1,0.2,-1.0,-0.4,5.2,-1.3,97.1,48.6,-4.9,1.4,5.3
Cc1cc(C)c(S(=O)(=O)NCc2cn3c(C)csc3n2)cc1C,.,1.5,1.9,-8.7,-1.2,109.1,0.1,4.1,4.0,-8.3
O=C(CC1COc2ccccc2O1)NCc1ccccc1 (stereo not drawn),0.5,-1.5,-0.4,7.8,-0.5,98.6,-4.9,-6.2,-3.3,-4.2
Cc1c(C(=O)OCC(=O)NCCc2ccc(S(N)(=O)=O)cc2)oc2ccccc12,-1.0,-2.4,2.5,9.6,0.8,87.0,7.2,4.0,-1.3,-4.0
COC(=O)CCCC1=CC2=C(c3ccccc3)C(=O)C(C)(OC(=O)C3CCCC3)C(=O)C2=CN1C(CO)CO (stereo not drawn),-1.9,2.0,-3.8,-10.9,1.0,103.2,15.5,-0.7,1.5,-1.6
CCOC(=O)C1=NN(C(=O)c2ccco2)C2(CC2)C1,-3.2,1.4,-3.1,-8.3,1.4,96.2,-5.5,-6.9,4.1,-1.1
Cc1ccc(NC(=O)C(C)NS(=O)(=O)c2ccc(F)cc2)cc1C (stereo not drawn),-1.0,0.0,2.6,-0.3,-0.2,90.7,9.0,1.2,-0.5,-0.3
CCOC(=O)c1nn(-c2ccc(Br)cc2)cc1C(=O)c1cccc2ccccc12,.,0.3,-2.3,-1.6,0.2,102.0,0.3,-1.0,-1.3,1.4
COCCn1c(C)cc(C(=O)CSc2nc3ccccc3o2)c1C,22.9,-1.8,2.4,9.5,-2.2,.,22.4,3.3,-0.1,-0.4
COC(=O)C/C(O)=C(/N=Nc1cccc(C(F)(F)F)c1)C(=O)OC,0.0,2.2,-2.3,-11.6,0.3,98.7,17.7,-12.0,-3.2,22.4
Fc1cccc(NC(=S)Nc2ccc(Br)cc2)c1,.,1.2,-1.6,-6.3,-0.8,101.5,9.1,2.3,-0.2,8.9
CCN1CCCc2cc(CN(CCN3CCOCC3)C(=S)Nc3cccc(OC)c3)ccc21,-4.5,-0.5,-4.4,2.5,0.1,95.1,24.6,-1.8,0.1,-2.7
O=C(Cc1cccc2ccccc12)NNC(=O)Nc1ccc(Cl)cc1,12.5,.,.,.,.,104.9,12.0,.,2.0,.
CC1CCC(C(=O)NC(C(=O)NCc2cccnc2)C(C)C)CC1 (stereo not drawn),2.2,-1.1,0.1,6.2,0.0,119.5,-5.7,2.7,1.6,12.9
C=CCn1c(COc2cccc(C)c2C)nnc1SCC(=O)N1CCN(c2ccccc2)CC1,0.0,3.3,3.1,-16.0,-3.2,111.4,-5.5,4.5,1.4,0.3
Cn1c(SCC(=O)C(C)(C)C)nnc1-c1ccc(F)cc1,0.6,-2.9,0.2,16.8,-1.5,98.8,5.5,7.3,1.6,-2.2
CNC(=O)COC(=O)[C@@H](Nc1ccc(S(=O)(=O)N2CCOCC2)cc1[N+](=O)[O-])C(C)C,-2.4,-1.4,-0.7,9.8,2.4,97.0,-5.1,-15.5,-3.0,-2.1
CN(C)C1=NC[C@H](Cc2ccccc2)N1CC1CCCCCC1,-5.0,-2.9,-1.2,16.3,-0.1,103.3,-2.6,-7.4,-0.3,8.1
COCCSc1nnc(NC(=O)COC)s1,.,-1.1,-0.3,5.3,-0.9,98.0,0.8,0.0,-0.4,5.8
Cc1ccnc(SCC(=O)Nc2sc3c(c2C#N)CCCC3)n1,.,0.7,-3.6,-3.8,0.1,112.8,-3.5,-5.4,5.3,-0.8
O=C(NNC(=O)C12CC3CC(CC(C3)C1)C2)c1ccncc1,-0.7,-0.5,-5.9,4.2,0.0,122.4,-5.8,-16.9,1.5,4.9
CN(C)c1ccc(/C=N\Nc2ccccn2)cc1,16.2,0.3,2.4,-1.6,-1.5,124.3,-0.5,-9.8,-1.6,7.0
Cc1ccccc1C(=O)Nc1ccc2c(c1)OCCO2,-1.9,-1.5,0.2,7.9,2.2,102.7,12.5,-5.1,-1.5,-3.4
Cc1ccc(Nc2ncnc3nc[nH]c23)cc1Cl,13.0,-0.2,-5.0,1.1,-0.1,101.4,-0.6,0.8,-1.0,-1.3
CC1CCCCN1CC(=O)Nc1ccc2c(c1)OC(F)(F)O2 (stereo not drawn),-5.3,3.2,1.3,-20.7,-1.7,80.3,2.5,-0.3,-4.2,-3.0
COc1ccc(OCC(=O)NNC(=O)Cn2c(=O)cnc3ccccc32)cc1,-6.8,0.2,-2.5,-1.5,-1.1,111.1,25.6,-7.4,-0.1,-0.9
CCn1nnc(NC(=O)c2cccnc2Cl)n1,.,-1.2,3.8,6.4,-1.1,.,7.8,-3.4,-6.0,-3.5
O=Cc1cn(CCOc2ccccc2)c2ccccc12,-2.4,1.9,-1.6,-9.6,-3.2,118.0,31.5,-0.5,1.3,2.9
CN(C)CCCNCC(=O)c1c(-c2ccccc2)n(C)c2ccccc12,1.6,-1.6,0.2,7.1,-0.6,104.0,-4.9,-2.4,-2.1,-1.2
C=CCN1CCS(=O)(=O)N(Cc2ccccc2)[C@@H](C(C)C)C1=O,-1.3,-1.8,0.6,8.9,-0.8,105.4,53.6,-2.9,1.7,-1.7
CC(=O)Nc1ccccc1Oc1ccccc1,-0.1,1.5,1.4,-7.9,1.3,101.5,6.3,-10.9,-4.5,-5.5
C#CCSc1nnc(-c2cc3c(C(F)(F)F)nn(C)c3s2)n1C,.,-0.2,-2.6,1.0,0.4,105.3,14.6,7.8,-3.0,-2.9
CCOc1ccc(Cl)cc1S(=O)(=O)n1cnc2cc(C)c(C)cc21,-7.2,-1.8,7.0,8.7,-1.8,99.0,20.7,2.7,0.7,-0.6
Cc1cc(Cl)ccc1C(=O)C1CCCN(C(=O)c2ccoc2)C1 (stereo not drawn),0.8,-2.6,-6.4,13.1,-0.2,106.7,10.7,13.0,-1.8,4.2
Cn1cccc1Cc1nnc(SCC(=O)Nc2ccc3c(c2)OCCO3)n1-c1ccc(F)cc1,-2.3,-0.9,-6.4,4.7,-1.1,104.7,-6.4,2.7,0.5,1.1
CCN(CC(=O)Nc1ccc(Br)cc1F)CC(=O)NC1CCS(=O)(=O)C1 (stereo not drawn),-2.9,-1.5,-4.3,6.1,-0.5,110.5,-0.5,-5.1,-2.1,2.8
O=C1c2ccccc2C(Nc2ccc(F)c(Cl)c2)N1c1ccccn1 (stereo not drawn),3.5,6.7,-4.7,-39.7,3.1,103.0,5.5,-7.9,-0.9,7.6

# Single records, from the list above. Values in the order: Wnt act | MOR-DOR ag | Keap1-Nrf2 PPI | MOR-DOR inv ag | LANA DNA inh | Pemphigus Ab inh | Arr AP2 block | Cardiac RTF inh | V-ATPase pH | cardiac RTF act
# `CC1CCC(C(=O)NC(C(=O)NCc2cccnc2)C(C)C)CC1` (stereo not drawn) is listed with 2.2 | -1.1 | 0.1 | 6.2 | 0.0 | 119.5 | -5.7 | 2.7 | 1.6 | 12.9
# `O=Cc1cn(CCOc2ccccc2)c2ccccc12` is listed with -2.4 | 1.9 | -1.6 | -9.6 | -3.2 | 118.0 | 31.5 | -0.5 | 1.3 | 2.9
# `O=C(NN1S(=O)(=O)c2ccccc2S1(=O)=O)c1ccc(Br)cc1` is listed with 0.2 | -1.0 | -0.4 | 5.2 | -1.3 | 97.1 | 48.6 | -4.9 | 1.4 | 5.3

# Remaining list, next part
Molecule,Wnt act,MOR-DOR ag,Keap1-Nrf2 PPI,MOR-DOR inv ag,LANA DNA inh,Pemphigus Ab inh,Arr AP2 block,Cardiac RTF inh,V-ATPase pH,cardiac RTF act
CCCCOC(=O)Nc1ccc(S(=O)(=O)Nc2onc(C)c2C)cc1,1.9,-3.2,-3.4,14.6,-1.0,96.2,3.2,-1.5,0.2,-1.9
CSc1ccc(C(=O)C2CCCN(Cc3cccn3-c3cccnc3)C2)cc1 (stereo not drawn),-1.9,3.7,-3.2,-18.7,-1.5,105.9,-2.3,-6.1,0.6,1.0
O=C(NCCS(=O)(=O)N1CCCCC1)c1ccc2c(c1)OCO2,-1.2,-0.1,-2.7,0.3,-0.3,104.9,21.5,3.2,-0.9,-2.8
O=c1c(-c2nc3ccccc3s2)cccn1Cc1ccc(Cl)cc1,22.6,9.3,1.3,-46.6,0.8,134.8,-4.2,-0.6,-0.5,-1.2
O=C(COC(=O)C1CC1)Nc1ccc(Cl)cn1,1.1,-1.5,1.6,6.5,1.0,101.8,15.6,2.7,1.3,-1.2
CCOC(=O)C(CCC(=O)O)(CCC(C)C)c1csc(N)n1 (stereo not drawn),-3.6,-2.5,-1.9,13.2,1.2,96.5,-1.0,-8.6,0.2,6.5
Cc1nnc(SCC(=O)Nc2cccc(S(N)(=O)=O)c2)n1-c1ccccc1,-1.6,-1.2,0.1,7.9,1.2,.,4.2,4.9,-4.7,1.2
CC(=O)c1cnc(SCCN2C(=O)c3ccccc3C2=O)nc1C,-3.2,-1.6,0.7,8.2,0.7,96.4,28.9,0.8,-1.8,-2.4
COc1ccc(NC(=O)N2CCN(c3nc4ccccc4n3C(C)C)CC2)cc1,-2.5,-0.8,-5.4,4.3,0.2,101.5,4.2,-9.0,-1.8,-0.5
COc1cc(NC(=O)CN2C(=O)c3ccccc3C2=O)c(C(=O)O)cc1OC,.,1.5,-5.9,-8.4,-1.3,108.2,2.8,0.9,1.3,-0.1
COc1ccc(N2CC(C(=O)N[C@@H](C)C(=O)NC3CCCC3)CC2=O)cc1 (stereo partly drawn),-1.7,-1.8,1.9,9.2,1.0,103.0,28.2,-3.2,-1.6,-3.0
COc1ccc([N+](=O)[O-])cc1N(CC(O)CN1CCCCC1)S(=O)(=O)c1ccccc1 (stereo not drawn),-0.9,0.0,1.0,-0.1,0.8,103.5,10.4,-2.2,-0.1,4.8
